IkB sig inh = IkB Signaling; ABC-DLBCL IkBa-CBG/CBR dual luciferase ratio, 4 h; response scale: scaled: untreated 0%, proteasome inhibitor 100%; Potency, µM (top dose mostly 57.1 µM), for the others: top-dose IkBa stabilization activation; 110,000 compounds, 0.04% hits; AID 445, 2006; active = well fitted curve in the direction sought with a large enough effect in the signal ratio, not every such curve was filed as active; inconclusive = small, poorly fitted or top-dose-only effect, or a change in a side signal; the % refers to the signal ratio;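 also: the direction sought is a rising ratio; 0% = basal untreated cells and 100% = reference inhibitor full response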
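Luminescence ratio of IκBα-fused green versus native red beetle luciferase in OCI-Ly3 cells, 4 h post-doxycycline with compound; red signal alone, scaled from basal (0%) to zero light (-100%), flagged nonspecific or cytotoxic effects.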
p53ts 32C tox = qHTS Screen for Compounds that Selectively Target Cancer Cells with p53 Mutations: Cytotoxicity of p53ts Cells at the Permissive Temperature; Potency, µM (series often up to 46.1 µM), for inactives: at the top dose activity change, negative = cytotoxicity, hits mostly cytotoxic; H1299-p53A138V at 32C, ATP luminescence viability, 24 h; 130,000 compounds, 0.93% hits; AID 924, 2007;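 also: 0% = DMSO and -100% = full killing by reference compound; nearly all actives have a fitted effect of over 55% in size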
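Cells: H1299 p53ts (A138V), 600/well, pre-incubated 16–30 h at 37C. Cpd up to 46 uM, 24 h, 32C. Readout: ATPlite luminescence, 20 min RT. Normalization: DMSO vs tamoxifen 100 uM. AC50 by Hill equation.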
Imprint erasure = qHTS Assay for Compounds that Induce Erasure of Genomic Imprints; mouse ES Peg3-LacZ reporter, beta-gal luminescence, 40 h; Potency, µM (top dose mostly 60.7 µM), for the others: at the top dose activity change, positive = activation, most hits filed as activators; 110,000 compounds, 0.02% hits; AID 1948, 2009;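 also: 0% = negative control wells on the plate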
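Readout: BetaGlo luminescence (5 min, room temp) for LacZ from the normally silent maternal Peg3 allele in female Peg3LacZ-Neo ES cells. Cells 300/well, 40 h, 37C, 5% CO2. Data normalized per plate to negative controls.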
p53ts 39C tox = qHTS Screen for Compounds that Selectively Target Cancer Cells with p53 Mutations: Cytotoxicity of p53ts Cells at the Nonpermissive Temperature | H1299-p53A138V viability at 39C, ATP luminescence, 24 h | Potency, µM (titrated, usually from 46.1 µM), for inactives: at the highest dose activity change, negative = cell killing, hits mostly cytotoxic | 130,000 compounds, 1.5% hits | AID 902, 2007; also: nearly all actives have a fitted effect of over 55% in size
Starred values were filed as active, the others as inactive; ? = inconclusive; . = not tested or not shown; [ ] = another dose, or the depositor's remark. Unless noted, calls follow the shape of the dose curve; as a rule, active = well fitted curve in the direction sought with a large enough effect; inconclusive = small, poorly fitted or top-dose-only effect, or another doubt; inactive = no such curve, though single readings can be large; an effect the other way counts as inactive or inconclusive. Unless noted, % is scaled to controls: 0 for no effect and ±100 for the full control effect; potency is read from the fitted curve at half-maximal effect.

SMILES	IkB sig inh	p53ts 32C tox	Imprint erasure	p53ts 39C tox
CC1CCCN(c2ncnc3c2nnn3C)C1 (configuration not stated)	-1.2%	2.6%	-9.0%[10.9 µM]	-3.7%
COC(=O)NC(c1cccc(F)c1)C(C(C)=O)C(=O)OC (configuration not stated)	.	4.5%[9.22 µM]	.	7.1%[9.22 µM]
O=C(O)Cc1c[nH]c2ccc(O)cc12	4.9%	-12.7%	8.9%	5.8%
CCC(C)NC(=O)c1sc2ncccc2c1-n1c(C)ccc1C (configuration not stated)	0.1%	0.9%	14.0%[10.9 µM]	-13.4%
Cc1ccc2c(c1)c(N1CCCC1=O)c(C(=O)Nc1ccc(F)cc1F)n2C	-2.8%	-5.0%	14.8%[10.9 µM]	32.3%[activator]
N#CCCN(CCC#N)C(=O)c1ccc2c(c1)OCO2	-0.3%	3.5%	-4.4%	-5.8%
CC(=O)c1ccc(N2CCN(C(=O)CCCCn3c(=O)[nH]c4ccccc4c3=O)CC2)cc1	3.7%	-2.0%	-2.9%[10.9 µM]	-12.9%
CCC1CCCCN1CCCNC(=O)c1c(C)oc2ncn(CC(C)C)c(=O)c12 (configuration not stated)	2.7%	0.3%	-1.7%[10.9 µM]	5.0%
Cc1ccc(CN2CC(C(=O)Nc3ccc4c(C)cc(=O)oc4c3)CC2=O)cc1 (configuration not stated)	1.5%	2.8%	-1.4%	-10.6%
COc1ccc(-c2nnc(SC(C)C(=O)O)o2)cc1 (configuration not stated)	?	?	-19.4%[10.9 µM]	?
CCN(CC)C(=O)CSc1nnc(-n2nc(C)cc2C)c2ccccc12	0.5%	5.9%	18.1%	-4.6%
COc1ccc(CCNC(=O)C2CCCN(C(=O)N(C)C)C2)c(OC)c1 (configuration not stated)	1.2%	9.2%	?	5.4%
O=C(Cn1nc(N2CCN(c3ccccc3)CC2)ccc1=O)NCc1ccccc1F	?	6.3%	-11.7%[10.9 µM]	-16.5%
COC(=O)c1cc2c(s1)CS(=O)C2 (configuration not stated)	-0.1%	-4.3%	17.5%	-14.8%
COc1cc(Nc2nc(SCc3ccc(Cl)cc3)nc3ccccc23)cc(OC)c1	-0.6%	-2.9%	19.4%[10.9 µM]	-17.6%
COC(=O)c1ccc(-n2nnnc2SCc2ccccc2OC)cc1	0.9%	6.2%	-18.0%	-9.2%
Cc1ccc2cc3cc(C(=O)N4CCCCC4C)oc3nc2c1 (configuration not stated)	1.0%	12.6µM*	-25.0%	?
CN1C(=O)c2cccc(NCCCN3C(=O)c4ccccc4C3=O)c2C1=O	4.7%	-5.7%	.	10.3%
Cc1ccc2occ(CC(=O)Nc3c(C(=O)Nc4ccc(Cl)cc4)oc4ccccc34)c2c1	4.7%	0.7%	-25.6%[10.9 µM]	?
Cc1nc(C)c(C(=O)Nc2ccccc2)s1	-0.3%	-11.4%	-50.5%[inhibitor]	-12.8%
CCOC(=O)c1ccc(NC(=O)Cc2ccc(-n3c(CC)nc4cccnc43)cc2)cc1	-1.3%	-2.4%	-3.5%[10.9 µM]	-23.3%
Cc1cc(C)n(C(=O)c2ccc(C)c(S(=O)(=O)N3CCOCC3)c2)n1	-2.4%	0.1%	-6.6%	-2.2%
O=C(Cc1ccc(Cl)cc1)Nc1ccc2nn(-c3ccccc3)nc2c1	-1.8%	-16.1%	-10.9%[10.9 µM]	-13.9%
CC(C)OCCCNc1sc(S(=O)(=O)c2ccccc2)nc1S(=O)(=O)c1ccc(Cl)cc1	?	9.0%	-18.7%[10.9 µM]	-1.7%
O=c1oc2ccccc2c(NCc2cccc(F)c2)c1[N+](=O)[O-]	.	6.6%	.	8.1%
CC1CCc2c(sc3nc(SCc4nc(-c5ccccc5)no4)n(C)c(=O)c23)C1 (configuration not stated)	-2.1%	-14.5%	-8.8%	-20.0%
Cc1noc(C)c1S(=O)(=O)N(CC(=O)Nc1ccc2c(c1)OCCO2)c1ccc(C(C)C)cc1	5.7%	2.0%	-18.9%	17.1%
CCOC(=O)N1CCN(C(=O)c2ccc3c(=O)n(Cc4ccc(OC)cc4)c(=S)[nH]c3c2)CC1	?	7.2%	-17.6%	-6.7%
Cc1ccccc1NC(=O)N(CCc1nc2ccccc2[nH]1)Cc1ccccc1	.	9.6%	.	-3.6%
O=C(CCSc1nccn1Cc1ccccc1)N1CCOCC1	-2.1%	2.5%	-4.9%	3.0%
O=C(Nc1c(C(=O)NCc2ccco2)cnn1-c1ccccc1)c1ccc(F)cc1	-0.6%	3.8%	4.0%	8.2%
CCC/C(=C1/C(=O)CC(C)(C)C(C(=O)OC)C1=O)N1CCCC1 (configuration not stated)	-1.8%	5.6%	-4.7%	-1.7%
Cc1cc(C)nc(N2CCC(C(=O)O)CC2)n1	0.4%	1.3%	-16.5%	20.6%
COc1cccc(CNC(=O)Cn2cccc2)c1	1.1%	-14.7%	6.2%	18.8%
COc1ccc(NC(=O)Cn2nc(C)c3nn(-c4ccc(Cl)cc4)c(C)c3c2=O)cc1	0.3%	5.5%	3.1%[10.9 µM]	-14.6%
CC(C)N(Cc1cc2ccccc2[nH]c1=O)C(=O)c1cccnc1	2.0%	0.8%	0.5%	-14.1%
COc1ccc(N(CC(=O)Nc2cc(C(=O)O)ccc2C)S(=O)(=O)c2c(C)noc2C)cc1	0.5%	0.4%	-5.9%	-5.6%
Cc1ccc(-c2nn3c(C)nnc3s2)cc1NC(=O)C(C)C	0.6%	7.4%	-0.5%	1.9%
O=C(NCCN1CCN(c2ccccc2)CC1)c1ccc(NC(=O)C2CCCO2)cc1 (configuration not stated)	1.6%	-2.7%	-11.9%	3.6%
CCC(C)Sc1c(C(C)C)cnc2c1c(=O)n(C)c(=O)n2C (configuration not stated)	?	-3.4%	-2.7%[10.9 µM]	-10.3%
Cc1ccc2[nH]c(=O)c(-c3nc4c(C)cccn4c3NCc3ccco3)cc2c1	?	-16.6%	-20.8%	-20.5%
CC(=O)c1ccc(NC(=O)c2ccc(-c3nc(CSc4ccc(C)cc4)c(C)o3)cc2)cc1	-2.7%	-4.7%	-10.1%[10.9 µM]	0.2%
O=C(NCCN1C(=O)C2C3C=CC(C3)C2C1=O)NCc1ccccc1 (configuration not stated)	3.7%	1.4%	-4.2%	-5.3%
CCN1CCN(C(c2ccccc2)c2c(O)cc(C)n(Cc3ccco3)c2=O)CC1 (configuration not stated)	?	-5.0%	14.4%[10.9 µM]	-3.9%
Cn1c(=O)c2c(ncn2Cc2cc(-c3ccccc3)no2)n(C)c1=O	5.8%	-9.1%	-1.1%	-0.8%
Cc1ccccc1-c1cc(N(C)Cc2ccco2)ncn1	3.1%[11.4 µM]	3.2%	-23.0%	-4.0%
O=C(CN1C(=O)COc2ccccc21)NCCCN1CCc2ccccc2C1	1.4%	-9.5%	-26.8%	-4.7%
Cc1ccc(-c2nn[nH]n2)cc1	0.0%	-0.1%	-42.7%[inhibitor]	-12.4%
O=S(=O)(c1ccc(Br)s1)n1cccn1	0.0%	-13.2%	6.3%	6.4%
COc1ccc(-c2csc3c2[N+]2=CCC=C2C3=O)cc1	?	5.4%[9.22 µM]	-20.8%[10.9 µM]	-20.5%[9.22 µM]
COc1ccc(-n2c(=O)c3c(C)c(C)sc3n(Cc3ccc(F)cc3)c2=O)c(OC)c1	?	15.5%	8.4%[10.9 µM]	2.8%
CCC1CN(C(=O)N2CCC(C(=O)NCc3cccc(F)c3)CC2)c2cc(C)ccc2O1 (configuration not stated)	0.1%	3.2%	-15.7%[10.9 µM]	3.5%
CC1(C)C(=O)N(CC(=O)Nc2cccc(F)c2)c2ccc(S(=O)(=O)N3CCCCC3)cc21	?	4.6%	-6.8%[10.9 µM]	-26.2%
Cc1ccc(Nc2c3c(nc4nncn24)CCC3)cc1C	-0.4%	5.4%	-11.5%[10.9 µM]	-14.2%
Cc1occc1-c1nnc(SCC(=O)Nc2ccccc2-c2ccccc2)n1C	-0.5%	6.1%	-2.6%	5.1%
Cc1ccc(S(=O)(=O)O[C@@H]2[C@H]([C@@H]3COC(C)(C)O3)O[C@H]3OC(C)(C)O[C@@H]32)cc1	0.4%[11.4 µM]	-4.2%[9.22 µM]	3.2%[10.9 µM]	-0.1%[9.22 µM]
COc1ccc(Br)cc1C(=O)Nc1ccc(-c2nc3ncccc3o2)cc1C	-1.5%	0.3%	12.3%[10.9 µM]	-9.2%
Cc1cc(C)n2nc3nc(N4CCCCC4)nc(-c4ccco4)c3c2n1	3.9%	5.8%	3.6%	-5.2%
CC1(C)NC(=O)N(CC(O)CN2C(=O)NC(C)(C)C2=O)C1=O	-0.2%	-2.7%	-7.0%	-17.9%
CC(=O)Nc1ccc(Nc2ncnc3c2c(-c2ccccc2)cn3-c2ccc(C)c(Cl)c2)cc1	?	11.8%	-14.3%[10.9 µM]	?
(cont.)
SMILES	IkB sig inh	p53ts 32C tox	Imprint erasure	p53ts 39C tox
CCC(C)Sc1nc2c(c(=O)[nH]c(=O)n2C)n1CC(O)COc1ccccc1C (configuration not stated)	.	-4.6%	.	1.6%
CCCCCCCC[N+](CCCCCCCC)(CCCCCCCC)CCCCCCCC	?	?	-17.1%	15.8µM*
O=C1c2oc3ccc(Cl)cc3c(=O)c2C(c2cccc(Br)c2)N1CCO (configuration not stated)	?	-24.8%	-84.9%[inhibitor]	-20.6%
NS(=O)(=O)c1ccc(NC(=O)COC(=O)CSc2n[nH]c(-c3ccccc3)n2)cc1	-0.3%	-15.9%	-21.2%	0.0%
O=C(C1CCCN1S(=O)(=O)c1ccc(Cl)c(Cl)c1)N1CCOCC1 (configuration not stated)	0.2%	-0.6%	-6.3%	-7.3%
COc1ccc(CNC(=O)CCC(=O)N2CC3CCCN3c3ccccc32)c(OC)c1 (configuration not stated)	?	-0.7%	-6.1%[10.9 µM]	-24.5%
Cc1cccc(-n2c(=O)c3c4c(sc3n3c(C)nnc23)CCCC4)c1	2.2%	-4.6%	-9.5%[10.9 µM]	26.3%
COc1ccc(C2C3C(=O)N(Cc4ccccc4)C(=O)C3ON2c2ccccc2)c(OC)c1OC (configuration not stated)	2.7%	8.6%	-15.1%	1.6%
COC(=O)c1ccc(CSc2ccc3nnc(-c4cccnc4)n3n2)o1	7.0%	5.1%	-11.1%	9.5%
Cc1ccc(-c2noc(CCC(=O)NCCN3CCc4ccccc4C3)n2)cc1	-0.2%	-16.8%	-39.1%[inhibitor]	0.5%
Cc1ccc(C2Nc3ccccc3-n3c(-c4ccccc4)c4c(=O)n(C)c(=O)n(C)c4c32)cc1 (configuration not stated)	-1.3%	1.5%	-7.2%[10.9 µM]	-11.0%
Cc1ccc2[nH]cc(S(=O)(=O)c3ccc(C)c(C)c3)c(=O)c2c1	0.2%	-8.4%	-14.3%[10.9 µM]	-5.6%
Brc1ccc(CN2CCc3nc(N4CCN(c5ncccn5)CC4)ncc3C2)cc1	0.3%	-3.0%	-13.7%[10.9 µM]	?

Part of the list above, with two lines to a compound:
Each structure is followed by: IkB sig inh, p53ts 32C tox, Imprint erasure, p53ts 39C tox
- CCC(C)Sc1nc2c(c(=O)[nH]c(=O)n2C)n1CC(O)COc1ccccc1C (configuration not stated)
 : ., -4.6%, ., 1.6%
- CCCCCCCC[N+](CCCCCCCC)(CCCCCCCC)CCCCCCCC
 : ?, ?, -17.1%, 15.8µM*

Complete entries, looked up by structure. Order of screens: IkB sig inh | p53ts 32C tox | Imprint erasure | p53ts 39C tox
NS(=O)(=O)c1ccc(NC(=O)COC(=O)CSc2n[nH]c(-c3ccccc3)n2)cc1 as listed: -0.3% | -15.9% | -21.2% | 0.0%
Cc1cccc(-n2c(=O)c3c4c(sc3n3c(C)nnc23)CCCC4)c1 as listed: 2.2% | -4.6% | -9.5%[10.9 µM] | 26.3%
O=C(C1CCCN1S(=O)(=O)c1ccc(Cl)c(Cl)c1)N1CCOCC1 (configuration not stated) as listed: 0.2% | -0.6% | -6.3% | -7.3%
Cc1ccc2[nH]cc(S(=O)(=O)c3ccc(C)c(C)c3)c(=O)c2c1 as listed: 0.2% | -8.4% | -14.3%[10.9 µM] | -5.6%
Brc1ccc(CN2CCc3nc(N4CCN(c5ncccn5)CC4)ncc3C2)cc1 as listed: 0.3% | -3.0% | -13.7%[10.9 µM] | ?
